PAFAH1B2 FP inh – inhibitors of human PAFAH1B2; P68402; recombinant PAFAH1B2, FP-rhodamine activity probe, fluorescence polarization; inhibition, % at 3.39 µM; 340,000 compounds, 1.2% hits; AID 492953;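 active means inhibition above the mean of all tested compounds plus 3 SD, cut at about 24% in these data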;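 further: 0% = enzyme with DMSO and 100% = wells lacking PAFAH1B2; many of its hits are not listed in these tables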
BCLXL inh – blocks human Bcl-xL binding to Bim BH3 peptide | Q07817 | GST-Bcl-xL / FITC-Bim BH3 peptide fluorescence polarization | inhibition, % at 10.9 µM | 320,000 compounds, 0.7% hits | AID 2129;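 active means inhibition above the mean of all tested compounds plus 3 SD, cutoff set per campaign, cut at about 30% in these data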;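 further: 0% = DMSO wells and 100% = unlabeled Bim-BH3 peptide competitor; inhibitors lower millipolarization by displacing the labeled peptide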
GLD-1 TGE inh – GLD-1-TGE RNA interaction inhibition (C. elegans) | Q17339 | purified GLD-1 + fluorescein TGE RNA, fluorescence polarization | inhibition, % at 5.96 µM | AID 2280 | 320,000 compounds, 0.44% hits;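 active means percent inhibition above a per-plate cutoff, the plate mean of test compounds plus 3 SD, cut at about 30% in these data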;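 further: 0% = DMSO wells with GLD-1 and probe and 100% = wells lacking GLD-1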
MCL1 BIM primary – disrupts human MCL1 binding to BIM-BH3 peptide; Q07820; GST-MCL1 / FITC-Bim-BH3 fluorescence polarization; 320,000 compounds, 0.68% hits; inhibition, % at 10.9 µM; AID 2057;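 active means inhibition above the mean inhibition of all tested compounds plus 3 SD, set per campaign, cut at about 40% in these data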;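 further: 0% = DMSO wells and 100% = unlabeled Bim-BH3 peptide control; higher means more loss of mP so more displacement of Bim peptide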
pPAFAH inh – pPAFAH (human) enzyme inhibition; Q13093; recombinant pPAFAH, FP-rhodamine probe fluorescence polarization; inhibition, % at 3.39 µM; 330,000 compounds, 1.5% hits;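 active means inhibition above the mean inhibition across the screen plus 3 SD, cut at about 25% in these data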;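 further: inhibitors block binding of the rhodamine activity-based probe so polarization drops; 0% = enzyme with DMSO and 100% = wells lacking pPAFAH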
Target sequence (Q13093 whole entry, looked up): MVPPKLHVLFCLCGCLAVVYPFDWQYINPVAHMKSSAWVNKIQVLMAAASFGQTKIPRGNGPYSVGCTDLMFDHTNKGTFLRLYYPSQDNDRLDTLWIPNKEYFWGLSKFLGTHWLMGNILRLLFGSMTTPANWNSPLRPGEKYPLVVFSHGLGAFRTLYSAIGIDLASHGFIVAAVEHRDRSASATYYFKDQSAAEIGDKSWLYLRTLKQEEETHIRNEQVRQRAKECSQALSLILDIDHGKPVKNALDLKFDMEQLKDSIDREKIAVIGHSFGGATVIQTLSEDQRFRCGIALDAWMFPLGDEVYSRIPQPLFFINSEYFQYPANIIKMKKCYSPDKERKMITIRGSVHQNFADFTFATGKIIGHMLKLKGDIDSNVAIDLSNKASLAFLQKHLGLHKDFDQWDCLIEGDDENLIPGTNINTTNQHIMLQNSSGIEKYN
AHR activator – human AHR activation; AHR-responsive luciferase reporter cells, luminescence; activation, % at 5 µM; 320,000 compounds, 2.5% hits; AID 2796; in the data active means activation above about 47%;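 further: 0% = vehicle wells and 100% = reference agonist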
PME-1 inh – blocks human protein phosphatase methylesterase 1. Q9Y570. recombinant PME-1, FP-Rh probe fluorescence polarization. inhibition, % at 5.9 µM. 320,000 compounds, 0.53% hits. AID 2130;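 active means inhibition above the campaign mean of all compounds plus 3 SD, cut at about 26% in these data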;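 further: competitive labeling of PME-1 active site by serine hydrolase directed probe; 0% = PME-1 with DMSO and 100% = wells lacking PME-1 enzyme; inhibitors block probe labeling so polarization falls and inhibition rises; many of its hits are not listed in these tables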
Target sequence (Q9Y570 whole entry, looked up): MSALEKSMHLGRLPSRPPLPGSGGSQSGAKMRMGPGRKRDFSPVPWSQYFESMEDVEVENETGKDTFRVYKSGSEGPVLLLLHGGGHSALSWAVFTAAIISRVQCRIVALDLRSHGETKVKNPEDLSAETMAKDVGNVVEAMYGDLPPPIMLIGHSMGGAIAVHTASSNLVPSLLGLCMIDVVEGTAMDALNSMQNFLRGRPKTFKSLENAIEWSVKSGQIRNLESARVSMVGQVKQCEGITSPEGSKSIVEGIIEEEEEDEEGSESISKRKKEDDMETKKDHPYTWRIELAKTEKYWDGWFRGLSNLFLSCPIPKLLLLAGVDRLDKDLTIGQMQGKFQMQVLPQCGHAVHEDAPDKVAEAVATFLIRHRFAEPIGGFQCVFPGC
Fam108B counter – counter-screen for RBBP9 inhibitors: inhibitors of mouse Fam108B. recombinant Fam108B, FP-Rh probe fluorescence polarization. inhibition, % at 9.51 µM. 300,000 compounds, 0.33% hits;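 active means inhibition above the screen mean inhibition plus 3 SD, computed separately per campaign, cut at about 18% in these data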;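 further: inhibitors lower polarization as less probe binds the enzyme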
MEX-5 binding – C. elegans MEX-5 TCR-2 RNA binding activity; MEX-5/FITC-TCR2 RNA binding, fluorescence polarization; stronger effect = lower value; activity score (negative = inhibition of binding), % at 10 µM; 300,000 compounds, 0.38% hits; AID 1832;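 active means inhibition past about -25% in most replicates, and total fluorescence under double the plate's negative control median, limit read from the data; inconclusive means replicates evenly split on the limit, or fluorescence at least double controls; inactive means too little inhibition in most replicates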;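 further: 0% = DMSO and -100% = 5 µM competing unlabeled TCR2 RNA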
* = called active by the depositor; ? = inconclusive; . = no result given. An excerpt (hit frequency here may not be typical).

SMILES	PAFAH1B2 FP inh	BCLXL inh	GLD-1 TGE inh	MCL1 BIM primary	pPAFAH inh	AHR activator	PME-1 inh	Fam108B counter	MEX-5 binding
CC(C)C[C@H](NC(=O)c1nc[nH]c1C(=O)N1CCC(C)CC1)C(=O)OCc1ccccc1	2	2	-8	8	6	2	2	1	1.7
COCC(=O)Nc1nc(-c2ccc(-c3ccccc3)cc2)cs1	0	-1	0	11	3	-3	-2	1	-0.3
Cn1c(N)c(C(=O)COC(=O)c2cccc(S(=O)(=O)N3CCOCC3)c2)c(=O)n(C)c1=O	3	.	2	.	-3	0	.	.	.
N#Cc1c(NC(=O)CCC(=O)O)sc2c1CCCCC2	6	14	8	17	10	-1	-3	2	.
CCOC(=O)Cc1csc(NC(=O)CCC(=O)O)n1	.	-4	0	-5	0	2	3	1	.
O=C(c1cccc(C(F)(F)F)c1)c1c[nH]c(C(=O)NCC2CCCO2)c1 (stereo unspecified)	0	3	5	-2	2	-2	6	2	0.7
COc1ccc(-n2c(SCC3CNC(=O)O3)nnc2-c2ccc(Cl)cc2)cc1 (stereo unspecified)	-3	-8	11	-5	-5	0	0	1	0.7
O=C(O)CCN1C(=O)CC2(CCCCC2)C1=O	7	4	5	3	1	-1	-2	-5	.
COC(=O)c1cc(C#N)c(Oc2ccc(F)cc2)nc1C	9	8	0	5	7	0	-3	-1	-0.5
O=C(CNC(=O)C1COc2ccccc2O1)N/N=C/c1cc(Br)c(O)c(Br)c1 (stereo unspecified)	9	11	3	11	26*	0	-1	2	1.0
COCc1cc(C)nc(N2CCN(c3ccccc3)CC2)c1C#N	1	9	-2	10	-2	45	-1	0	-2.4
COc1ccc(C2C3=C(OC(C)=O)c4ccccc4C3=Nc3c2c(=O)n(C)c(=O)n3C)cc1 (stereo unspecified)	6	0	1	2	0	3	2	3	2.2
COc1ccc(C)cc1NC(=O)NNS(=O)(=O)c1ccc(NC(C)=O)cc1	0	-1	8	4	-2	0	1	2	-4.2
Cc1ccc(S(=O)(=O)c2cn(C)c3cc(N4CCN(C)CC4)c(F)cc3c2=O)c(C)c1	1	4	0	9	9	2	1	4	-0.1
CC1CC(C)CN(S(=O)(=O)c2ccc(NC(=O)C3COc4ccccc4O3)cc2)C1 (stereo unspecified)	0	0	11	-1	-28	3	-42	-35	1.4
CN(C)c1cccc2c1c(NC(=O)c1ccc(F)cc1)nn2C	9	0	4	0	7	27	-2	3	1.3
COc1ccc(C(C)NC(=O)C2C(=O)NC3(C)CC2c2ccccc2O3)cc1 (stereo unspecified)	3	1	3	-2	0	-1	-5	0	-0.8
O=C(COc1ccc(S(=O)(=O)N2CCOCC2)cc1)Nc1ccccc1F	1	-1	7	-4	5	-1	1	-1	2.2
CSCCC(NC(=O)COc1ccccc1)C(=O)O (stereo unspecified)	-1	0	1	5	2	-1	0	-4	1.2
CSC(=NC#N)N1CCN(c2ccccc2)CC1	8	8	-1	9	7	-4	-2	-1	-1.1
Cc1cc(OCCN2CCCCCC2)ccc1[N+](=O)[O-]	2	9	11	7	-8	4	-4	-1	-0.4
CCCC(C)C(=O)OCC(=O)Nc1c(Br)cc(C)cc1Br (stereo unspecified)	2	1	3	0	15	1	-2	7	-1.0
COc1ccc(-c2[nH]ncc2CNCCCSC)cc1F	7	3	-3	3	2	0	4	-2	1.0
CN(C)/C=C/C(=O)c1nn(-c2ccc(F)cc2)ccc1=O	6	2	-4	-2	3	0	-1	-1	.
CCC(CCC(=O)NNC(=O)Cc1ccc([N+](=O)[O-])cc1)C(=O)O (stereo unspecified)	1	4	-1	1	-1	1	7	1	-3.3
More records
SMILES	PAFAH1B2 FP inh	BCLXL inh	GLD-1 TGE inh	MCL1 BIM primary	pPAFAH inh	AHR activator	PME-1 inh	Fam108B counter	MEX-5 binding
Fc1ccc(NCc2cccnc2)cc1F	3	64*	24	71*	2	0	4	4	?
CCCCC(=O)NC(=S)Nc1ccc(S(=O)(=O)N2CCCC2)cc1	1	5	4	5	8	1	2	-2	-0.6
N=c1c(C(=O)NCCN2CCOCC2)cc2c(=O)n3ccccc3nc2n1Cc1ccc(F)cc1	-2	-5	-9	-4	0	-1	2	-1	-7.7
O=C(c1cccc2ccccc12)N1CCN(c2ccc([N+](=O)[O-])c(NCc3ccco3)c2)CC1	3	8	2	7	4	5	-1	-1	0.8
Cc1ccccc1Nc1nc(-c2sc(NC(=O)c3ccccc3)nc2C)cs1	.	-5	-14	-1	4	62*	1	-3	-0.6
Cc1nnc(NC(=O)c2cc(S(=O)(=O)N3CCCCC3)ccc2Cl)s1	1	1	-4	-3	-1	-2	3	5	-1.8
O=C(Nc1ccc2oc(-c3ccncc3)nc2c1)c1ccc2c(c1)OCO2	1	-49	6	-72	7	-4	7	-4	-3.3
O=C(CCCC(=O)NC1CCCC1)NC1CCCC1	4	-2	-1	-1	5	-3	1	0	2.1
CCOC(=O)c1ccc(NC(=O)N2CCN(C3CCCCC3)CC2)cc1	3	0	5	-4	7	2	0	-2	-2.6
CSCCC(NC(=O)c1ccccc1Br)C(=O)N1CCN(C(C)=O)CC1 (stereo unspecified)	4	1	-1	5	-3	1	5	.	.
COc1ccc(Br)c(OC)c1C(=O)NC(=O)Nc1nc(C)cc(C)n1	6	4	6	3	-2	5	-6	0	.
O=C(COC(=O)c1cc(S(=O)(=O)N2CCCCC2)ccc1Cl)NC1CCS(=O)(=O)C1 (stereo unspecified)	12	.	4	.	-1	-1	.	.	.
Cn1c(=O)c2cc(S(=O)(=O)NCCC(=O)NC3CCCCCCC3)ccc2n(C)c1=O	7	5	-2	6	-3	2	-4	-2	.
CN1C(=O)c2ccc(N3CCCC3)cc2C1=O	3	48*	36*	63*	-6	-2	-5	0	-10
Cc1ccc(S(=O)(=O)NC(=S)NC2CCCCC2)cc1	4	10	4	-4	11	-1	-5	-2	-0.5
CCN(CC)S(=O)(=O)c1ccc(OC)c(NS(=O)(=O)c2ccc(F)cc2)c1	4	0	0	-1	-2	0	2	1	-2.9
Cc1ccc(N(Cc2ccc(C(=O)NC3CCCCC3)cc2)S(C)(=O)=O)cc1C	-1	-5	4	-10	-3	2	-1	-3	-1.5
CCOC(=O)C(c1ccccc1)C(Nc1ccc(F)cc1)c1ccccn1 (stereo unspecified)	6	9	7	4	7	-1	2	1	-2.3
COc1ccccc1NS(=O)(=O)c1cc(NC(=O)c2ccc(=O)[nH]c2)ccc1N1CCOCC1	1	8	3	0	1	3	-7	-1	2.0
Cn1c(=O)oc2cc(S(=O)(=O)NCCC(=O)N3CCN(c4ccccc4F)CC3)ccc21	0	3	0	3	10	2	-3	1	0.9
O=C(Cn1c(=O)n(-c2ccccc2)c(=O)c2sccc21)N1CCCC1	3	-2	-2	-2	7	-3	-3	1	1.5
COc1ccc([N+](=O)[O-])cc1NC(=O)C(C)OC(=O)/C=C/c1ccco1 (stereo unspecified)	-1	5	-2	3	2	1	-1	-4	1.0
CCC1(C)CC(CCNS(=O)(=O)c2ccc(C)cc2)(c2ccc(C)cc2)CCO1 (stereo unspecified)	3	6	11	2	11	-1	0	2	3.4
CCN(C(=O)c1ccco1)c1nnc(-c2cccnc2)s1	2	2	0	2	2	-3	0	-2	1.3
Cc1ccccc1CC1(CO)CCCN(C(=O)CCCN2CCCCC2=O)C1 (stereo unspecified)	3	1	4	2	-2	1	-1	2	1.9

3 compounds out of the list above, arranged by the value under AHR activator, falling.
mol | PAFAH1B2 FP inh | BCLXL inh | GLD-1 TGE inh | MCL1 BIM primary | pPAFAH inh | AHR activator | PME-1 inh | MEX-5 binding
O=C(c1cccc2ccccc12)N1CCN(c2ccc([N+](=O)[O-])c(NCc3ccco3)c2)CC1 | 3 | 8 | 2 | 7 | 4 | 5 | -1 | 0.8
CCOC(=O)c1ccc(NC(=O)N2CCN(C3CCCCC3)CC2)cc1 | 3 | 0 | 5 | -4 | 7 | 2 | 0 | -2.6
Cc1nnc(NC(=O)c2cc(S(=O)(=O)N3CCCCC3)ccc2Cl)s1 | 1 | 1 | -4 | -3 | -1 | -2 | 3 | -1.8

Other entries:
SMILES	PAFAH1B2 FP inh	BCLXL inh	GLD-1 TGE inh	MCL1 BIM primary	pPAFAH inh	AHR activator	PME-1 inh	Fam108B counter	MEX-5 binding
CC(C)n1c(/C=C/c2ccccc2)nc2ccccc21	5	2	4	4	7	57*	-7	0	-3.2
Cc1ccc(NC2=CC(=O)CC(C)(C)C2)cc1F	1	3	0	3	0	2	0	0	1.0
CC(C)(O)C1CC[C@@](C)([C@@H]2CC[C@]3(C)[C@H]2[C@H](O)CC2[C@@]4(C)CCC(O)C(C)(C)C4C(OC4OC(CO)C(O)C(O)C4O[C@@H]4OCC(O)C(O)C4O)C[C@]23C)O1 (stereo partly specified)	4	.	4	.	1	-2	.	.	.
CNc1cc(C)c(C#N)c2nc3ccccc3n12	-1	11	4	4	7	7	-5	-4	0.6
O=c1[nH]c(CSc2nc3ccccc3o2)nc2c1cnn2-c1ccccc1	10	-10	-11	-10	-1	27	-13	-9	-3.7
COc1ccc(NC(=O)CN(C)Cc2c(F)cccc2Cl)cc1S(=O)(=O)N1CCCCC1	-1	-4	-3	1	1	-5	3	4	1.3
Cc1ccccc1-n1nc(C)c2cc(C(=O)NCc3cccnc3)sc21	3	0	1	0	3	12	-3	-4	2.4
CCC1=C(OC(=O)N(CC)CC)N2C(=O)OC(=NCc3ccccc3)[C@]2(C)[C@H]2C1=CC[C@H]1C(=O)N(c3ccccc3)C(=O)[C@H]12	1	6	5	9	2	1	8	1	-1.0
COc1cc(/C=C(\C#N)C(=O)NC2CCCCC2)ccc1OCc1ccc(C(=O)O)cc1	4	5	-2	7	3	-1	2	2	1.8
O=C(CCl)N(c1ccccc1)C1CCS(=O)(=O)C1 (stereo unspecified)	3	4	0	11	9	0	-6	-2	0.7

Three entries from above, in markdown:
| SMILES | PAFAH1B2 FP inh | BCLXL inh | GLD-1 TGE inh | MCL1 BIM primary | pPAFAH inh | AHR activator | PME-1 inh | Fam108B counter | MEX-5 binding |
| --- | --- | --- | --- | --- | --- | --- | --- | --- | --- |
| Cc1ccc(NC2=CC(=O)CC(C)(C)C2)cc1F | 1 | 3 | 0 | 3 | 0 | 2 | 0 | 0 | 1.0 |
| CCN(CC)S(=O)(=O)c1ccc(OC)c(NS(=O)(=O)c2ccc(F)cc2)c1 | 4 | 0 | 0 | -1 | -2 | 0 | 2 | 1 | -2.9 |
| Cc1ccc(S(=O)(=O)c2cn(C)c3cc(N4CCN(C)CC4)c(F)cc3c2=O)c(C)c1 | 1 | 4 | 0 | 9 | 9 | 2 | 1 | 4 | -0.1 |

High-throughput results: PubChem BioAssay, several laboratories
